SDO1 yeast rescue – sdo1-depleted yeast growth rescue | S. cerevisiae sdo1-depleted JHY4D growth rescue, OD600 30 h; stronger effect = higher value; pdr5 snq2 efflux-pump mutant strain | AID 817 | z-score at 10 µM | 140,000 compounds, 0.21% hits;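 active = z-score above 3 at both the 24 hr and the 30 hr optical density reads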;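 also: z-score against mean and SD of all compound wells on the same plate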
Insulin prom inh – TRM-6 insulin promoter activity inhibition | AID 1273 | inhibition, % at 2 µM | TRM-6 cells (human fetal islet line), insulin promoter-eGFP reporter, imaging; reporter expression induced with tamoxifen | 130,000 compounds, 0.9% hits;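 active = inhibition above the mean plus 3 SD, with well images judged a real hit on visual review, cut at about 60% in these data, passing the limit was not always enough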
SDO1 yeast rescue Rescue 24 h – second read-out of SDO1 yeast rescue, no call of its own (marks repeat the call); z-score; S. cerevisiae sdo1-depleted JHY4D growth rescue, OD600; measured here: growth rescue at 24 h;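 0 is the plate mean of compound wells and units are plate SD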
* hit, by the source's call; · = not tested or not shown; & = joins results of further samples.

SMILES | SDO1 yeast rescue | SDO1 yeast rescue Rescue 24 h | Insulin prom inh
COc1cccc(-n2c(C)nnc2SCC(=O)Nc2ccccc2N2CCOCC2)c1 | -0.38 | -0.41 | -15
O=c1c(Cl)c(N2CCNCC2)cnn1C12CC3CC(CC(C3)C1)C2 | · | · | -29
Cc1cc(N(CC(=O)NC2CC2)S(C)(=O)=O)ccc1Br | 0.2 | -0.48 | 24
COc1cc(NC(=O)CCn2c(=O)[nH]c3ccsc3c2=O)cc(OC)c1 | 0.32 | -0.45 | 16
CCC(C)NS(=O)(=O)c1ccc(S(=O)(=O)N(CC(=O)Nc2ccccc2)CC2CCCO2)cc1 (stereo not given) | 0.03 | 1.5 | -41
CC1CC(C)CN(S(=O)(=O)N2CCC(C(=O)NCCC3=CCCCC3)CC2)C1 (stereo not given) | · | · | -21
NS(=O)(=O)c1ccc(CCNC(=O)[C@@H]2CCCN2S(=O)(=O)c2ccccc2F)cc1 | 0 | -0.4 | -32
COC(=O)[C@H](Cc1ccccc1)NC(=O)NCCC1=CCCCC1 | 0.62 | 0.95 | -33
Cc1ccc(Cn2nnnc2CN2CCC(c3nc4ccc(Cl)cc4[nH]3)CC2)cc1 | -2.1 | -1.1 | ·
NS(=O)(=O)c1ccc(CNC(=O)CCSCCC(=O)NCc2ccc(S(N)(=O)=O)cc2)cc1 | · | · | -61
CCN(CC)c1ccc(NC(=O)c2cccc(F)c2)c(C)c1 | -0.73 | -0.78 | 0
O=C(O)CCC(=O)Nc1cccc(C(=O)Nc2cccc(Cl)c2)c1 | 0.35 | -0.38 | 21
CN(CC(=O)Nc1ccccc1Cl)CC(=O)Nc1ccccc1[N+](=O)[O-] | · | · | 33
CC1C2C(c3ccccc3)N(C)C(=O)N(C)C2N(C)C(=O)N1C (stereo not given) | 1.1 | 1.1 | ·
O=c1cc(NS(=O)(=O)c2ccccc2)nc(SCc2ccc(Cl)cc2)[nH]1 | -0.13 | 0.02 | 8
CCOC(=O)c1[nH]c(C)c(CCC(=O)O)c1C | 0.44&0.6 | -0.75&-0.26 | 64&-83
O=C(COC(=O)c1cccnc1Cl)NCCC1=CCCCC1 | · | · | 26
CC1(c2ccccc2)CC2CC(c3ccccc3)N1O2 (stereo not given) | -0.84 | -0.52 | -18
O=C(O)c1ccc(N2CCOCC2)c(N2C(=O)C3C4C=CC(C4)C3C2=O)c1 (stereo not given) | · | · | 40
O=C(CC1C(=O)N(Cc2ccccc2)C(=S)N1CCN1CCOCC1)Nc1ccc(F)cc1 (stereo not given) | · | · | -60
CCN(CC)C(=O)CSc1nc2cc3c(cc2c(=O)n1Cc1ccc(OC)cc1)OCO3 | · | · | 21
CC(=O)c1cnc2c(-c3ccc(Cl)cc3)c(C)nn2c1C | -0.99 | 0.32 | -329
O=C(CSCc1cccs1)N1CCCC1 | 1.2 | 1.4 | -4
Cc1cccnc1Nc1nc(-c2ccc(O)c(O)c2)cs1 | -2.5 | -1.1 | -29
CC1CCN(C(=O)C2CCN(S(=O)(=O)c3cccnc3)CC2)CC1 | 0.68 | 0.33 | 18
CN(C)c1ccc(C(CNC(=O)c2ccc(C#N)cc2)c2c[nH]c3ccccc23)cc1 (stereo not given) | -1.3 | -0.27 | 13
O=C1CN(C(=O)COc2ccccc2F)c2ccccc2N1 | 0.06 | 0.07 | 4
CC(Oc1ccc(F)cc1)C(=O)NN (stereo not given) | 0.58 | -0.18 | 0
CC(C)C(c1nnnn1Cc1ccco1)N1CCC(C(N)=O)CC1 (stereo not given) | 0.17 | -0.84 | 49
CC(Oc1ccc(C(C)(C)C)cc1)c1ccnc2nc(/N=C/N(C)C)nn12 (stereo not given) | -0.51 | 0.18 | 26
COc1ccc(-c2csc(N(CCc3ccc(OC)c(OC)c3)C(=O)COc3ccccc3)n2)cc1 | 0.43 | 0.03 | -15
O=C(NCc1ccc2c(c1)OCO2)c1cccc(F)c1 | 0.76 | 0.44 | -62
Cc1cc(C)n2nc(S(=O)(=O)NC3CCCCC3)nc2n1 | 0.97 | 0.83 | ·
O=C(c1cc(S(=O)(=O)N2CCCCC2)ccc1F)N1CCCCC1 | -0.18 | -0.02 | ·
COC(=O)C(C(=O)OC)=C(/C=C/N(C)C)N(C)C | 0.7 | 0.22 | ·
Cc1ccc(C(=O)/C=C2\NCCNC2=O)cc1 | 1.8 | 2.4 | 15
COc1ccc(NC(=O)c2nnn(Cc3ccc(SC)cc3)c2N)c(OC)c1 | -0.13 | 1.6 | ·
CCCCc1nnc(NC(=O)CS(=O)(=O)Cc2ccccc2)s1 | 0.53 | 0.17 | 36
CCOc1nc(NC(C)C)nc(NC(C)C)n1 | 0.4 | -0.03 | 58
COC(=O)COc1ccc2c(=O)c(Oc3ccccc3)c(C)oc2c1 | 1.3 | 0.97 | -16

Compound profiles, from the list above. Order of values: SDO1 yeast rescue, SDO1 yeast rescue Rescue 24 h, Insulin prom inh
`O=C(NCc1ccc2c(c1)OCO2)c1cccc(F)c1` is listed with 0.76, 0.44, -62
`CC(C)C(c1nnnn1Cc1ccco1)N1CCC(C(N)=O)CC1` (stereo not given) is listed with 0.17, -0.84, 49
`COC(=O)COc1ccc2c(=O)c(Oc3ccccc3)c(C)oc2c1` is listed with 1.3, 0.97, -16

Next section.
SMILES | SDO1 yeast rescue | SDO1 yeast rescue Rescue 24 h | Insulin prom inh
Cc1c(NS(=O)(=O)c2cc(C(=O)OCC(=O)N3CCC(C)CC3)ccc2Cl)c(=O)n(-c2ccccc2)n1C | · | · | -50
CC1(c2ccc(OCC#N)cc2)C=C(c2ccc(OCC#N)cc2)n2nc(C(F)(F)F)nc2N1 (stereo not given) | -0.25 | -0.34 | -14
COc1cc(NC(=O)c2cccc([N+](=O)[O-])c2C)ccc1NC(=O)c1ccco1 | -1.1 | -0.21 | 21
COc1ccc(C2C(C#N)=C(N)Oc3c2oc(CO)cc3=O)c(OC)c1OC (stereo not given) | -0.38 | -0.53 | ·
CCCC(=O)Nc1ccc(N2CCN(C(=O)c3cccs3)CC2)cc1 | 1.2 | 0.99 | 19
CC(=O)c1cccc(CN2CCN(Cc3ccc(F)cc3)C(CCO)C2)c1 (stereo not given) | · | · | -20
O=C(CSc1ccccc1C(=O)O)NC1CCCCCCC1 | 0.12 | -0.74 | 0
COc1ccccc1CC(=O)Nc1ccc(O)cc1C(=O)O | 0.96 | 1.3 | 8
Cc1ccc(S(=O)(=O)Nc2nc(C)c(NC(=O)Nc3ccc(Cl)cc3Cl)s2)cc1 | -0.1 | -0.6 | ·
O=C(CSc1ncnc2c1nnn2-c1ccc(F)cc1)NCC1CCCO1 (stereo not given) | 0.26 | -0.11 | 21
O=C(CCNc1ccc(F)cc1)c1cccc([N+](=O)[O-])c1 | 0.93 | 0.45 | 33
COc1ccccc1CNC(=O)CSc1nc(N)c(C#N)c(-c2cccs2)c1C#N | 0.51 | 0.54 | -49
CCCc1cc(N2CCCC(C(=O)NCc3ccc4c(c3)OCO4)C2)n2ncnc2n1 (stereo not given) | 1.2 | 1.4 | ·
CCc1cc(C(c2ccncc2)N2CCN(C)CC2)c(NC(=O)c2ccccc2)s1 (stereo not given) | -0.13 | -0.96 | ·
CN(C(=O)c1cccc(Nc2ccc(-c3ccc4c(c3)OCCO4)nn2)c1)C1CCCCC1 | -1.1 | -0.51 | 19
CCCCCc1c(C)nc(NCc2ccccc2)[nH]c1=O | -2.1 | -1.3 | 9
O=C(NC1CC1)c1ccc(CS(=O)(=O)c2c(Cl)cccc2Cl)o1 | 0.26 | 0.44 | ·
O=C1CC(c2ccco2)CC(O)=C1C=Nc1cc(Cl)ccc1O (stereo not given) | -1.4 | -1.2 | ·
COC(=O)C1=C(C)N(C(C)c2ccccc2)C(=O)/C1=C\c1ccco1 (stereo not given) | · | · | -53
N#Cc1c(SCc2ccccc2)sc(C(=O)c2ccccc2)c1N | -2 | -1.4 | -86

Sorted by the number under SDO1 yeast rescue (falling): some entries from above
SMILES | SDO1 yeast rescue
CCCC(=O)Nc1ccc(N2CCN(C(=O)c3cccs3)CC2)cc1 | 1.2
COc1ccccc1CNC(=O)CSc1nc(N)c(C#N)c(-c2cccs2)c1C#N | 0.51
O=C(CSc1ncnc2c1nnn2-c1ccc(F)cc1)NCC1CCCO1 (stereo not given) | 0.26
CN(C(=O)c1cccc(Nc2ccc(-c3ccc4c(c3)OCCO4)nn2)c1)C1CCCCC1 | -1.1
N#Cc1c(SCc2ccccc2)sc(C(=O)c2ccccc2)c1N | -2
CCCCCc1c(C)nc(NCc2ccccc2)[nH]c1=O | -2.1

Remaining list, next part:
SMILES | SDO1 yeast rescue | SDO1 yeast rescue Rescue 24 h | Insulin prom inh
COc1ccc(CNC(=O)CCS(=O)(=O)Cc2cccc(Cl)c2)c(OC)c1 | · | · | -33
Cc1ccc(C)c(SCc2noc(C(=O)NCC3CCCO3)c2C(=O)O)c1 (stereo not given) | 0.11 | -0.54 | -19
COc1ccc(CNC(=O)C(c2ccco2)N(Cc2ccccc2)C(=O)Cc2cccs2)cc1 (stereo not given) | -1.1 | -0.84 | 12
Cc1cc(NC(c2ccc(Cl)cc2)c2ccc3cccnc3c2O)no1 (stereo not given) | -1.2 | 1.3 | 42
O=C(Nc1ccc(-n2cnnn2)cc1)C1CCC1 | 0.41 | 0.13 | ·
CCCCOC(=O)C1=C(C)Nc2ncnn2C1c1cccc(OC)c1 (stereo not given) | -0.68 | -1.1 | ·
CCOc1cc(CNc2ncc(-c3ccc(OC)cc3)n2C)ccc1O | 0.11 | -1.2 | -13
COc1ccc(C(=O)OCC(=O)NCc2ccc3c(c2)OCO3)cc1[N+](=O)[O-] | 2.1 | 2 | ·
Cc1ccc(SCCC(=O)N(C)C)cc1 | -0.11 | -0.51 | 47
COc1cc(/C=C/C(=O)O)cc(S(=O)(=O)NCCCO)c1OC | 0.11 | 1.2 | ·
COC(=O)c1sc(NC(=O)c2cccc([N+](=O)[O-])c2)c(C(N)=O)c1C | 0.7 | 2.2 | -11
COC(=O)Nc1ccc(S(=O)(=O)N2CCCC(C(=O)N3CCCCC3)C2)cc1 (stereo not given) | · | · | 42
Cc1cccc(CC(=O)OCn2nnc3ccccc3c2=O)c1 | -0.31 | -0.23 | ·
CCCCNS(=O)(=O)c1ccc2nc(SCC(=O)c3ccc(C#N)cc3)[nH]c2c1 | 0.14 | -1.1 | -50
Cc1cc(C(C)(C)C)ccc1OCCN(C)C | 0.15 | -0.32 | 65
c1csc(C(c2nnnn2C2CCCCC2)N2CCN(c3nc4ccccc4s3)CC2)c1 (stereo not given) | -0.72 | 0.78 | 50
CCOCCCNS(=O)(=O)c1ccc(NC(=O)N2c3ccccc3Sc3ccccc32)cc1 | 0.45 | 0.21 | ·
COc1ccc2nc(NC(=O)CN(C)S(=O)(=O)c3cccs3)sc2c1 | -0.7 | -0.87 | -5
CCCCOc1ccc(CC2CCC(=O)NC2=O)cc1 (stereo not given) | · | · | 7
CCCN=Cc1ccc(O)cc1 | · | · | -10
O=C1NC(NS(=O)(=O)c2ccccc2)(C(F)(F)F)C(=O)N1Cc1cccnc1 (stereo not given) | 0.38 | 0.31 | ·
NC(=O)[C@H](Cc1cc2ccccc2s1)NC(=O)[C@@H]1CC2(CC(c3cccc(NC(=O)[C@@H]4CCC(=O)N4)c3)=NO2)CN1C(=O)/C=C/c1c(F)cccc1Cl (stereo not given in full) | 1.3 | 1.5 | ·
COCC(=O)Nc1nnc(COc2ccc(Cl)cc2)s1 | 0.5 | 0.11 | 46
O=C(NC1CCCC1)C(c1ccccc1)N(Cc1ccco1)C(=O)Cc1cccs1 (stereo not given) | -0.32 | 0.11 | -10
CCOC(=O)c1cnn(-c2nc(-c3cccc(F)c3)cs2)c1C(F)(F)F | -0.22 | -0.41 | -18
O=C(NC1CCCCC1)N1CCN(Cc2nc3ccccc3c(=O)[nH]2)CC1 | · | · | -52
CCOc1ccc(N2C(=O)CC(SCCN)C2=O)cc1 (stereo not given) | 1.1 | 1.2 | -11
COc1cc(C(C)=O)ccc1OCC(=O)c1cc(C)n(C2CC2)c1C | -2 | -1.3 | ·
O=C(O/N=C1\C(=O)N(c2ccccc2)c2ccccc21)C1CC1 | · | · | -56
c1ccc(Oc2cccc(OCCCCSc3ncccn3)c2)cc1 | 0.66 | 0.84 | 71
c1ccc(-n2c(-c3ccncc3)nnc2-c2ccco2)cc1 | 0.42 | 0.15 | ·
COc1ccc(/C(O)=C2/C(=O)C(=O)N(CCN3CCOCC3)C2c2cccnc2)cc1OC (stereo not given) | 0.92 | 0.84 | 24
CCC(=O)N1CCc2cc(S(=O)(=O)NC(C(=O)NC(C)c3ccccc3)C(C)C)ccc21 (stereo not given) | 0.33 | -0.02 | -20
Cn1ccnc1Sc1nc2c(c(=O)n(C)c(=O)n2C)n1C | 0.09 | 0.61 | -57
Cc1ccc(/C=N/NC(=O)CNC(=O)COc2ccc(Cl)cc2)o1 | · | · | 31
Cc1nnc(SCc2ccc(C(=O)O)cc2)s1 | 0.15 | -0.03 | -25
O=C(CCN1C(=O)c2ccccc2C1=O)Nc1nc2ccccc2s1 | 0.17 | -0.07 | ·

Retrieved one by one from the list above, 5 records:
SMILES | SDO1 yeast rescue | SDO1 yeast rescue Rescue 24 h | Insulin prom inh
O=C(CSc1ccccc1C(=O)O)NC1CCCCCCC1 | 0.12 | -0.74 | 0
CCOC(=O)c1[nH]c(C)c(CCC(=O)O)c1C | 0.44&0.6 | -0.75&-0.26 | 64&-83
O=C(c1cc(S(=O)(=O)N2CCCCC2)ccc1F)N1CCCCC1 | -0.18 | -0.02 | ·
COc1ccc(NC(=O)c2nnn(Cc3ccc(SC)cc3)c2N)c(OC)c1 | -0.13 | 1.6 | ·
COc1ccccc1CNC(=O)CSc1nc(N)c(C#N)c(-c2cccs2)c1C#N | 0.51 | 0.54 | -49

From PubChem
